# EWS-Fli inh: EWS/Fli transcriptional activity inhibition. AID 651661. inhibition, % at 12.6 µM. 0.67% of 350,000 active. A673 NR0B1-luciferase reporter, viability-normalised;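 active means mean inhibition of at least 50% after viability correction, with every replicate also passing that limit; inconclusive means mean reaches 50% but only one of two replicates passes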;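 further: firefly luciferase signal divided by Alamar Blue viability fluorescence both relative to DMSO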
# PAX8 inh HTS: inhibitors of PAX8 transcriptional activity in RMG-I cells; inhibition, % at 12.6 µM; 1.2% of 360,000 active; RMG-I TPO-luciferase reporter, SteadyGlo, 24 h;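 active means mean replicate inhibition at least 60% with every replicate also reaching 60%; inconclusive means only one of the two criteria is met; inactive means mean below 60% and not all replicates reaching 60%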;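 further: luciferase light reporting Pax8 driven TPO promoter activity; plate controls were median of neutral control wells for no effect and mitoxantrone controls for full effect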
# Casp6 inh: caspase-6 (human) enzyme inhibition; inhibition, % at 12.5 µM; P55212; 0.53% of 350,000 active; purified caspase-6, Z-VEID-R110 cleavage fluorescence;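 active means mean inhibition across replicates at least about 35%, with every replicate also reaching that limit, limit read from the data; inconclusive means only one of the two criteria met; inactive means neither criterion met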;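 further: 0% = median of neutral control wells and 100% = no fluorescence left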
# Target sequence (P55212 24-179 limits assumed): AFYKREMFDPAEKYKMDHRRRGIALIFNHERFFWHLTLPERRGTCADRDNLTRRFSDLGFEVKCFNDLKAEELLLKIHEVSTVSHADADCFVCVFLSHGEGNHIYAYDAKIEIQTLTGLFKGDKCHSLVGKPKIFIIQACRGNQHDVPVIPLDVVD
# Target sequence (P55212 194-293 limits assumed): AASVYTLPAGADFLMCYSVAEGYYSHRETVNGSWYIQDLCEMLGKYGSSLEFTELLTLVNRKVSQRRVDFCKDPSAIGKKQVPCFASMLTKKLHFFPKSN
# SIRT5 inh: blocks human SIRT5 desuccinylation of peptide | Q9NXA8 | Purified SirT5, succinyl-peptide AMC, trypsin-coupled fluorescence | inhibition, % at 15 µM | 1.1% of 330,000 active | AID 652115; in the data active means inhibition above about 15%; inconclusive means no clear call, values can overlap the other calls
# Target sequence (Q9NXA8 whole entry, looked up): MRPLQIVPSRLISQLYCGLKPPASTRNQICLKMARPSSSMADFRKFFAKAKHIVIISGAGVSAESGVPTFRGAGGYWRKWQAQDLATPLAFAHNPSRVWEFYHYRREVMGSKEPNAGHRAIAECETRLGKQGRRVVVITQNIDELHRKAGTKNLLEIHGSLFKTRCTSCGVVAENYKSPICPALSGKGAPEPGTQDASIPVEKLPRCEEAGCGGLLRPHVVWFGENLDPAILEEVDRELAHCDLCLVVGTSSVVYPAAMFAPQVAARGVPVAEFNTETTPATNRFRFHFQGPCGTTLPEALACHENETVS
# DENV2 CPE: protects cells from dengue virus 2 cytopathic effect. DENV2-infected cells, cytopathic effect rescue, plate reader. CPE inhibition, % at 9.99 µM. 1.7% of 350,000 active. AID 651640; in the data active means CPE inhibition above about 20%, passing the limit was not always enough; inconclusive means no clear call, values can overlap the other calls; tested in BHK-21 cells;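 further: 0% = median of neutral control wells and 100% = median of positive control wells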
# ARNT TACC3 PPI: disrupts binding between human ARNT and TACC3; 0.66% of 390,000 active; Q9Y6A5; AID 623870; AlphaScreen His-ARNT PAS-B/GST-TACC3 binding, luminescence; TACC3 fragment carries E629A point mutation; inhibition, % at 9.99 µM;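 active means mean inhibition of replicates at least 50% and at least half of replicates each reaching 50%; inconclusive means half or more replicates reach 50% but mean below 50%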;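 further: 0% = complete ARNT plus TACC3 wells and 100% = ARNT alone without TACC3; many hits fall short of the cut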
# LGR2 inh: blocks bursicon-induced cAMP signaling via Drosophila LGR2 | HEK293 LGR2, CRE-luciferase, bursicon-stimulated, 4 h | inhibition, % at 9.99 µM | 0.35% of 380,000 active | AID 720647;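 active means drop in luminescence signal, shown as inhibition above about 50% in the replicate tests, limit read from the data, passing the limit was not always enough; inconclusive means probably only some replicates passing the limit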;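 further: agonist challenge used bursicon conditioned medium at about half maximal strength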
# Starred values were filed as active, the others as inactive; ? = inconclusive; · = not tested or not shown.
entry	structure	Casp6 inh	ARNT TACC3 PPI	DENV2 CPE	SIRT5 inh
1	C[C@H]1CN([C@@H](C)CO)C(=O)c2cc(C#Cc3cccc(F)c3)cnc2O[C@@H]1CN(C)Cc1ccccn1	-1	2	2	-3
2	C[C@H](CO)N1C[C@H](C)[C@H](CN(C)CC2CC2)Oc2c(NC(=O)C3CC3)cccc2C1=O	1	-2	-8	-3
3	CC(C)(CC1(C)NC(=O)NC1=O)OCc1ccccc1 (stereo not given)	0	4	9	-27
4	O=C1NC[C@H](CCCCN2CCN(Cc3ccccc3)C(=O)C2=O)N(CCc2ccc(O)cc2)C1=O	2	·	2	·
5	Brc1ccc2nc(C3CCCCC3)c(CC3CCCCC3)n2c1	3	·	-6	-3
6	O=C(COC(=O)c1ccccc1SCC(=O)N1CCCC1)NC1CCCCC1	25	-4	-17	-3
7	CC1=C(C(=O)N(C(C)C)C(C)C)CC(CC(=O)NC2CCCCC2)C(=O)N1Cc1ccc(C(C)(C)C)cc1 (stereo not given)	2	·	2	3
8	Cc1ccc(N2C(=O)[C@@H]3C(c4cccnc4)=NO[C@@H]3C2=O)c(C)c1	1	3	-3	·
9	Cc1noc(C)c1NC(=O)N(C)C[C@H]1OCCCC[C@@H](C)Oc2ccc(NC(=O)C3CCCCC3)cc2C(=O)N([C@@H](C)CO)C[C@@H]1C	-1	-8	17	-2
10	CCn1c(C)cs/c1=N\S(=O)(=O)c1ccccc1	-4	-2	-17	·
11	CO[C@H]1CN(C)C(=O)c2ccc(NC(=O)c3nc4ccccc4s3)cc2OC[C@@H](C)N(Cc2cncnc2)C[C@H]1C	-1	8	-3	·
12	Cc1cc(NC(=O)COC(=O)CCn2c(C)csc2=O)c([N+](=O)[O-])cc1C	6	·	4	·
13	CC(=O)Nc1ccc(NC(=O)c2ccc(COc3ccccc3)cc2)cc1	-1	-5	14	-1
14	CC(C)OC(=O)c1ccc(NCc2cc(O)ccc2O)cc1Cl	-2	19	5	·
15	COc1ccc(-c2cc3c(=O)n(CC(=O)Nc4ccc(Cl)cc4)ncn3n2)cc1	1	-4	-2	-2

entry	LGR2 inh	PAX8 inh HTS	EWS-Fli inh
1	5	·	9
2	-15	1	-3
3	-10	10	-7
4	-17	23	-8
5	-1	6	-2
6	-4	-14	-7
7	13	17	10
8	10	13	-1
9	-11	-8	3
10	10	-9	5
11	-5	-7	-18
12	-12	5	-3
13	5	10	-1
14	?	12	59*
15	2	11	·

# Next section.
entry	structure	Casp6 inh	ARNT TACC3 PPI	DENV2 CPE	SIRT5 inh
16	COc1ccc(N2CCN(C(=O)COC(=O)CNC(=O)c3ccc(Cl)cc3Cl)CC2)cc1	2	-3	?	-4
17	O=C(C1CC=CCC1)N1CCCCCC1 (stereo not given)	-2	·	?	0
18	COc1ccc(NC(=O)Nc2ccc3c(c2)C(=O)N([C@@H](C)CO)C[C@@H](C)[C@H](CN(C)Cc2ccncc2)OCCCC[C@@H](C)O3)cc1	-2	9	·	4
19	O=c1cc(CO)oc(C(Nc2ccccn2)c2ccccc2Cl)c1O (stereo not given)	-3	-18	11	-3
20	Cc1cccc(-c2nc3c(s2)CCc2onc(-c4ccc(Br)cc4)c2-3)c1	-1	-4	-15	·
21	O=C(c1cc(C2CC2)on1)N1CCN(c2ccc(F)cc2)CC1	1	-1	-9	-9
22	O=C(OCc1c(F)cccc1Cl)c1cnc2ccccc2n1	4	-3	9	-7
23	CC(C)NC(=O)Nc1cccc2c1O[C@H](CN(C)Cc1ccc(-c3ccccc3)cc1)[C@@H](C)CN([C@H](C)CO)C2=O	-2	4	2	3
24	C/C=C/c1ccc2c(c1)O[C@@H](CN(C)Cc1cncnc1)[C@H](C)CN([C@@H](C)CO)S2(=O)=O	-2	-2	-2	-3
25	Cn1cc(C(=O)Nc2ccc(Cl)cc2)c(C(F)(F)F)n1	3	5	-2	-5
26	COC(=O)[C@H]1[C@H](CO)[C@H]2Cn3c(ccc(C4=CCCCC4)c3=O)[C@H]2N1C(=O)C1CC1	3	-10	14	-6
27	O=C1Nc2ccccc2C(=O)N2C[C@@H](O)C[C@H]12	7	-10	-3	-4
28	COc1ccc(-c2ccc(C(=O)Nc3ccc(OC)nc3)c3occc23)c(C)c1	-2	·	-6	-1
29	CCN(C[C@H]1N[C@@](CC)(C(=O)OC)[C@H]2C(=O)N(Cc3ccccc3)C(=O)[C@@H]12)C(=O)c1ccc(F)cc1	3	0	8	1
30	O=C1c2cccc3cccc(c23)C(=O)N1Cc1ccccn1	0	·	?	-5

entry	LGR2 inh	PAX8 inh HTS	EWS-Fli inh
16	-9	·	-5
17	-13	-3	-1
18	11	-3	-2
19	26	18	5
20	-3	-21	-16
21	-6	1	2
22	-8	14	0
23	11	17	2
24	-29	·	11
25	-13	-3	2
26	-7	·	9
27	0	-9	-3
28	-20	-41	-21
29	-5	5	2
30	-12	4	1

# Later entries:
entry	structure	Casp6 inh	ARNT TACC3 PPI	DENV2 CPE	SIRT5 inh
31	COCC(=O)Nc1ccc2c(c1)[C@@H]1C[C@H](CC(=O)NCc3cccc(F)c3)O[C@@H](CO)[C@@H]1O2	-1	·	0	·
32	COc1ccccc1CNC(=O)N1CCN(c2ccccc2C)CC1	-2	2	1	-2
33	CO[C@@H]1CN(C)C(=O)c2cc(NC(=O)C3CCC3)ccc2OC[C@@H](C)N(C(=O)NC(C)C)C[C@H]1C	7	-8	-2	1
34	CCN(C(=O)COC(=O)c1cc(S(=O)(=O)Nc2c(C)n(C)n(-c3ccccc3)c2=O)ccc1Cl)C1CCCCC1	4	-7	3	0
35	CS(=O)(=O)c1ccc(Cl)c(NC(=O)COC(=O)c2ccc(F)cc2Cl)c1	1	21	-3	-4
36	CN=c1scc(-c2ccccc2F)n1/N=C/c1ccc[nH]1	-1	14	4	1
37	COCCN1C[C@@H](CO)O[C@@H](n2cnc3c(NC(C)C)ncnc32)C1	0	·	5	·
38	OCCC1CN(Cc2ccccc2-c2ccco2)CCN1C1CCCC1 (stereo not given)	-1	2	7	2
39	CNC[C@@H]1Oc2ccc(NC(=O)NC(C)C)cc2C(=O)N([C@H](C)CO)C[C@@H]1C	-3	0	-5	-1
40	CCNC(=S)Nc1ccc2c(c1)c(=O)n(C)n2-c1cc(C)cc(C)c1	0	·	2	·
41	Cn1cc(CN2CCN(c3ccc(Cl)cn3)CC2)c(-c2ccccc2F)n1	-5	2	-2	-4
42	O=C(CNC(=O)c1ccccc1O)N/N=C/c1ccccn1	-1	31	-2	-6
43	COc1ccc([C@H]2/C=C\CN(S(=O)(=O)c3ccc4ccccc4c3)[C@@H](C)C(=O)N2Cc2ccc(F)cc2)cc1	1	11	7	·
44	Cc1c(C(N)=O)c(-c2ccccc2)nn1-c1ccccc1	·	-12	·	·
45	O=C(C[C@@H]1CC[C@H]2[C@@H](COC[C@H](O)CN2C(=O)c2cnccn2)O1)NCc1ccc(F)cc1	-3	-10	5	1

entry	LGR2 inh	PAX8 inh HTS	EWS-Fli inh
31	-13	-24	5
32	1	14	2
33	-1	1	2
34	12	-15	1
35	14	-1	12
36	93*	96*	87*
37	3	2	-4
38	9	4	2
39	-12	-5	-7
40	-4	11	-2
41	2	20	-1
42	·	-4	2
43	-1	13	1
44	9	-1	·
45	12	5	-7

# Further records follow.
entry	structure	Casp6 inh	ARNT TACC3 PPI	DENV2 CPE	SIRT5 inh
46	COc1ccc(Nc2nc(-c3cccnc3)cs2)c(OC)c1	-5	7	-2	0
47	COc1ccc2c3c(n(C)c2c1)[C@H](CO)N(C(=O)c1ccncc1)CC31CN(S(C)(=O)=O)C1	·	·	?	·
48	CS(=O)(=O)N(CC(=O)NCc1ccccc1Cl)c1cccc([N+](=O)[O-])c1	-1	-4	-5	2
49	COC(=O)[C@]1(Cc2ccccc2)N[C@H](c2ccc(-c3ccc(OC)cc3)cc2)[C@@H]2C(=O)N(C)C(=O)[C@@H]21	3	-3	2	·
50	Cc1cc2nc(NC(=O)C3(C)CCN3C(=O)C(C)C)[nH]c2cc1C (stereo not given)	3	·	11	1
51	COC(=O)[C@]12CCCCC=C1N(Cc1ccco1)C(=O)[C@H](CC(=O)N1CCC(c3ccccc3)CC1)C2	2	·	1	1
52	Cc1nnc(NC(=O)CSc2ccc(-c3ccco3)nn2)s1	35*	12	7	-8
53	CCn1nc(C(=O)NNC(=O)c2ccccc2OCc2c(C)noc2C)c2ccccc2c1=O	3	9	11	0
54	NC(=O)COC(=O)/C=C/c1cccc(Br)c1	2	0	·	0
55	CC(=O)Nc1ccccc1C(=O)N1CCN(Cc2ccc3c(c2)OCO3)CC1	-1	-14	-5	1
56	CCOc1ccc(NC(=O)c2ccc(N3CC4CC(C3)c3cccc(=O)n3C4)c(NC(=O)c3ccncc3)c2)cc1 (stereo not given)	6	8	0	0
57	CN(C)C(=O)C[C@@H]1CC[C@H](NC(=O)NC2CCCC2)[C@@H](CO)O1	-1	·	1	11
58	Cc1cc2nc3c(nc2cc1C)CCCC3	1	-31	1	-1
59	O=C(NCc1ccccn1)[C@H]1C[C@@H]1[C@H](NP(=O)(c1ccccc1)c1ccccc1)c1ccccc1	-1	2	?	·
60	CC(C)(C)C(=O)c1c(N)[nH]c(C(=O)c2ccccc2)c1-c1ccccc1	-4	·	0	3

entry	LGR2 inh	PAX8 inh HTS	EWS-Fli inh
46	-34	-25	-144
47	-2	·	-7
48	11	14	6
49	5	3	0
50	-16	-24	-27
51	-25	-2	2
52	1	20	1
53	6	-6	7
54	-28	3	6
55	3	28	-4
56	-9	7	·
57	6	-7	13
58	-32	-61	-65
59	-25	6	-1
60	0	-3	-5

# 5 compounds from above, ordered by formula weight, rising.
entry	structure	Casp6 inh	ARNT TACC3 PPI	DENV2 CPE	SIRT5 inh
50	Cc1cc2nc(NC(=O)C3(C)CCN3C(=O)C(C)C)[nH]c2cc1C (stereo not given)	3	·	11	1
19	O=c1cc(CO)oc(C(Nc2ccccn2)c2ccccc2Cl)c1O (stereo not given)	-3	-18	11	-3
35	CS(=O)(=O)c1ccc(Cl)c(NC(=O)COC(=O)c2ccc(F)cc2Cl)c1	1	21	-3	-4
53	CCn1nc(C(=O)NNC(=O)c2ccccc2OCc2c(C)noc2C)c2ccccc2c1=O	3	9	11	0
1	C[C@H]1CN([C@@H](C)CO)C(=O)c2cc(C#Cc3cccc(F)c3)cnc2O[C@@H]1CN(C)Cc1ccccn1	-1	2	2	-3

entry	LGR2 inh	PAX8 inh HTS	EWS-Fli inh
50	-16	-24	-27
19	26	18	5
35	14	-1	12
53	6	-6	7
1	5	·	9

# (continued)
entry	structure	Casp6 inh	ARNT TACC3 PPI	DENV2 CPE	SIRT5 inh
61	COc1ccccc1CN1C(=O)c2ccccc2[C@@]2(Cc3ccccc3N(CCN3CCOCC3)C2=O)[C@@H]1c1ccc(CO)cc1	13	-15	-3	-3
62	CCCCOc1ccc(C(=O)NN2C(=O)NC3(CCCCC3)C2=O)cc1OC	4	5	12	0
63	COc1ccc(OCC(=O)NNC(=O)CCc2ccccc2)cc1	1	-2	-3	1
64	COc1ccc(/C=C2\SC(=S)NC2=O)cc1OS(=O)(=O)c1ccc(NC(C)=O)cc1	40*	-19	-8	0
65	CC(=O)C[C@H](O)CC(=O)[C@H]1OC(=O)[C@H](C)C/C=C\Cc2ccccc21	0	3	?	·
66	CCN(CC)S(=O)(=O)c1ccc(Cl)c(NC(=O)CSc2nnc(-c3cccs3)o2)c1	·	2	·	·
67	O=C(NCCN1C(=O)C2C3C=CC(C3)C2C1=O)Nc1ccc(Br)cc1 (stereo not given)	4	-2	5	·
68	COC(=O)/C(=C\c1cc(OC)c(OC)c(OC)c1)c1nc2ccccc2[nH]1	-6	-2	1	-3
69	CC(=O)Nc1ccc2c(c1)N(S(=O)(=O)c1cccs1)CCC2	-2	-4	?	0

entry	LGR2 inh	PAX8 inh HTS	EWS-Fli inh
61	·	-5	4
62	-1	11	-6
63	12	-10	-3
64	-4	-3	11
65	1	6	-6
66	-21	-3	·
67	-58	-173	-92
68	-6	-3	-2
69	7	-15	1

# Screening data (PubChem)

# Compounds as they come; about 4.9% have a hit in one of these screens.
